Bioassay records from PubChem BioAssay.
Gal4-VP16 FLuc: VP16 counterscreen qHTS for inhibitors of ROR gamma transcriptional activity | Drosophila S2 Gal4-VP16 UAS-luciferase, luminescence, 20 h | Potency, µM (doses to about 53.6 µM), inactives show at the top dose activity, negative = inhibition, most hits filed as inhibitors | 3.5% of 310,000 active | AID 2546, 2010;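 further: Gal4-VP16 expression switched on by copper sulfate through the metallothionein promoter; on the % scale 0 is the no-effect control and ±100 the full control effect; nearly all actives have a fitted effect of over 50% in size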
ELG1 genotox: qHTS screen for small molecules that induce genotoxicity in human embryonic kidney (HEK293T) cells expressing luciferase-tagged ELG1; AID 504466, 2011; HEK293T ELG1-luciferase reporter, luminescence, 16 h; Potency, µM (highest dose often 46 µM), inactives show top-dose activity change, positive = activation, actives largely listed as activators; 1.3% of 330,000 active; further: % of control where 0% means no effect; nearly all actives have a fitted effect of over 60% in size
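HEK293T cells expressing luciferase-tagged ELG1 were treated with compound or DMSO for 16 hr at 37°C. Luciferase activity was then read after 30 min with ONE-Glo at room temperature; rising signal flags genetic stress.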
Rab9 prom act: qHTS Assay for Rab9 Promoter Activators. Huh7 Rab9 promoter-luciferase reporter, luminescence, 24 h. Potency, µM (series often up to 9.22 µM), for the others: at the highest dose activation, negative = inhibition, actives largely listed as activators. 2.8% of 320,000 active; further: % of control where 0% means no effect; nearly all actives have a fitted effect of over 60% in size
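Rab9 promoter-driven luciferase in stably transfected Huh7 cells; 1500 cells/well rested 2 h, exposed to compound in DMSO for 24 h at 37 °C, 5% CO2. Luminescence read 10 min after adding luciferase reagent at ambient temperature.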
uPA generation: qHTS for Inhibitors of Cell Surface uPA Generation | cell surface uPA generation assay, qHTS | Potency, µM (top dose mostly 38.3 µM), without a hit: top-dose activity change, negative = inhibition, usual class: inhibitors | 0.31% of 330,000 active | AID 540303, 2011; active means well fitted inhibition curve with a large enough effect; inconclusive means small, poorly fitted or top-dose-only effect; inactive means no such curve, though single readings can be large or run the other way; tested in mouse RAW 264.7 cells; further: on the % scale 0 is the no-effect control and ±100 the full control effect; nearly all actives have a fitted effect of over 55% in size
NPC1 promoter act: qHTS Assay for NPC1 Promoter Activators; Potency, µM (series often up to 9.22 µM), without a hit: at the top dose activation, actives largely listed as activators; AID 485313, 2010; 2.4% of 320,000 active; Huh7 NPC1 promoter luciferase reporter, 24 h;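 further: % of control where 0% means no effect; nearly all actives have a fitted effect of over 60% in size; reporter is driven by a mutant NPC1 promoter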
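Cells: Huh7 expressing luciferase under the NPC1 promoter, 1500/well. Seeded 2 h, compound added, incubated 24 h at 37 °C. Luciferase reagent, 10 min ambient, then luminescence.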
CXXC DNA block: qHTS Fluorescence Polarization Assay for Inhibitors of MLL CXXC domain - DNA interaction; 0.037% of 290,000 active; MLL-CXXC / FITC-HOXA9 DNA fluorescence polarization; Potency, µM (doses to about 115 µM), inactives show top-dose activity change, negative = inhibition, usual class: inhibitors; active means well fitted inhibition curve with a large enough effect in the polarisation, with a control signal flat, not every such curve was filed as active; inconclusive means small, poorly fitted or top-dose-only effect, or effect the other way, or a change in a side signal; inactive means no such curve, though single readings can be large or run the other way; the % refers to the polarisation
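Purified MLL-CXXC (added from a 7 uM solution) was preincubated 5 min at ambient with pinned compounds in 50 mM Tris-HCl pH 7.5, 50 mM NaCl, 1 mM DTT, 0.05% BSA. Fluorescein-labeled HOX-A9 DNA (50 nM solution) followed, 30 min, then polarization read.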
RORgamma inh: qHTS for inhibitors of ROR gamma transcriptional activity; Drosophila S2 Gal4-RORgamma UAS-luciferase reporter, 20 h; Potency, µM (titrated, usually from 53.6 µM), without a hit: top-dose activity change, negative = inhibition, actives largely listed as inhibitors; 5.4% of 310,000 active; AID 2551, 2010; further: on the % scale 0 is the no-effect control and ±100 the full control effect; nearly all actives have a fitted effect of over 60% in size
Target sequence (P51450 whole entry, looked up, the tested form may be a part): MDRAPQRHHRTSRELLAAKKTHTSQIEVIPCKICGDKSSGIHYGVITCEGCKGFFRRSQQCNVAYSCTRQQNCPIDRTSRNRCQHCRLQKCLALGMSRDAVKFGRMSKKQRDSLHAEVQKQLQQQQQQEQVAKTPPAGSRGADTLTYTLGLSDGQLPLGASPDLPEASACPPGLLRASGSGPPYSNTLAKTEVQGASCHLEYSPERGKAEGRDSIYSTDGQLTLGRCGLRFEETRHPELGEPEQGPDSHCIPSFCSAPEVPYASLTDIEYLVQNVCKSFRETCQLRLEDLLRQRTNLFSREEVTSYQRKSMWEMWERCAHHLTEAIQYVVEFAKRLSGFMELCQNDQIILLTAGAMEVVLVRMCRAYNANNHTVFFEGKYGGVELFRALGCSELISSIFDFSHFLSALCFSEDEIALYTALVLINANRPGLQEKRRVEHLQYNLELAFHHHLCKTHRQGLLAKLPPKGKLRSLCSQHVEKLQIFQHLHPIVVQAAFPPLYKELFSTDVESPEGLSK
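Luciferase reporter read in Schneider cells carrying Gal4-RORγ (mouse) and UAS-Photinus luciferase; cells given compound 1 h before 700 uM copper sulfate induction, then incubated 20 h at ambient temperature.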
p53 reactivator: qHTS assay for re-activators of p53 using a Luc reporter. H1299 p53-A138V BP100-luciferase reporter, luminescence, 24 h. Potency, µM (top dose mostly 92.2 µM), for the others: top-dose activity change, positive = activation, usual class: activators. 0.063% of 320,000 active. AID 504706, 2011; further: % of control where 0% means no effect; nearly all actives have a fitted effect of over 45% in size
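H1299 (p53-null), stable ts p53-A138V + BP100-Luc; 1000 cells/well, Opti-MEM/10% FBS; cpd 4 pt, 1:5; 24 h, 37 deg C, 5% CO2; detection reagent 10 min RT; luminescence.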
FLuc modulator: qHTS profiling assay for firefly luciferase inhibitor/activator using purifed enzyme and Km concentrations of substrates (counterscreen for miR-21 project); 6.9% of 360,000 active; AID 588342, 2011; Potency, µM (highest dose often 57.5 µM), for the others: at the highest dose activity change, negative = inhibition, hits mostly inhibitors; purified FLuc, Km substrates, luminescence inhibition;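 further: plate controls were vehicle for no effect and reference inhibitor for full effect; nearly all actives have a fitted effect of over 55% in size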
Target sequence (P08659 whole entry, looked up): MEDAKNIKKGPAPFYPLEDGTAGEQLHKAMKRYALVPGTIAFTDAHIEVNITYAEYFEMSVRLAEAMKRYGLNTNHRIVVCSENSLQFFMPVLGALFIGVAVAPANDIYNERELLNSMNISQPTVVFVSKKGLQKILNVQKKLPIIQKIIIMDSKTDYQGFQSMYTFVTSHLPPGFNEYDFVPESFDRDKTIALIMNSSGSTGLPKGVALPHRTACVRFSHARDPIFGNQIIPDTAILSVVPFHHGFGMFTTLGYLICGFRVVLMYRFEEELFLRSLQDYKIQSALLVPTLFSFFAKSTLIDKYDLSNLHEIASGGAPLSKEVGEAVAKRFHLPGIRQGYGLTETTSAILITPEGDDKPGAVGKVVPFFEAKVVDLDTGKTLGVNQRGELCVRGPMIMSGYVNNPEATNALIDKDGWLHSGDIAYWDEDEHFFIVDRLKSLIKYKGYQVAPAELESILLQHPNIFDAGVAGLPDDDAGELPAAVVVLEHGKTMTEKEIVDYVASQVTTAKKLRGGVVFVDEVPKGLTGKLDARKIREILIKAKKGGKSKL
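Biochemical qHTS of compounds, final roughly 60 µM downward over six points, against 10 nM purified firefly luciferase using Km concentrations of substrates (10 uM D-luciferin, 10 uM ATP) in Tris acetate pH 7.5 buffer; luminescence output.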
MBNL1 CUG block: qHTS Assay for Inhibitors of MBNL1-poly(CUG) RNA binding; Muscleblind-like protein 1 (Homo sapiens), Q9NR56; TR-FRET MBNL1-His/biotin-(CUG)12 binding, 665/545 ratio; Potency, µM (top dose mostly 57.5 µM), without a hit: top-dose activity change, negative = inhibition, actives largely listed as inhibitors; 0.036% of 280,000 active; AID 2675, 2010; active means well fitted inhibition curve with a large enough effect in the signal ratio, with a control signal flat, not every such curve was filed as active; inconclusive means small, poorly fitted or top-dose-only effect, or effect the other way, or a change in a side signal; inactive means no such curve, though single readings can be large or run the other way; the % refers to the signal ratio; further: on the % scale 0 is the no-effect control and ±100 the full control effect
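MBNL1-His + Biotin-(CUG)12, cpd titration 92 nM–58 uM; Tb anti-His Ab 0.055 ng/ul, SA-XL665 5 nM (final); 60 min RT; ratiometric 665/545 nm, Ex 340 nm; normalized to buffer and full-complex controls.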
BRCA1 expr up: qHTS Assay to Identify Small Molecule Activators of BRCA1 Expression; MCF7-BRCA1-FFLuc reporter, luminescence, 48 h; response scale: scaled: vehicle 0%, 10 µM genistein 100%; Potency, µM (titrated, usually from 46.1 µM), for inactives: top-dose activation, most hits filed as activators; 1.1% of 380,000 active; further: nearly all actives have a fitted effect of over 80% in size; some results filed as inactive show a strong effect at the top dose
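MCF7-BRCA1-FFLuc cells, 2000/well in phenol-red-free MEM, attached 2 h then treated 48 h at 37 C. Luciferase luminescence read 15 min after reagent; normalized to genistein maximum activation (10microM) and DMSO, concentration-response fitted.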
An asterisk follows results filed as active; ? = inconclusive; nt = not tested or not shown; [ ] = dose if it differs, or a comment. Unless noted, the call rests on the fitted dose curve; in most records, active means well fitted curve in the direction sought with a large enough effect; inconclusive means small, poorly fitted or top-dose-only effect, or another doubt; inactive means no such curve, though single readings can be large; an effect the other way counts as inactive or inconclusive. Potency means the concentration at half of the fitted maximal effect.

mol,uPA generation,MBNL1 CUG block,p53 reactivator,RORgamma inh,Gal4-VP16 FLuc,CXXC DNA block,BRCA1 expr up,Rab9 prom act,ELG1 genotox,FLuc modulator,NPC1 promoter act
CCN(Cc1ccccc1)C(c1cccc(C#N)c1)c1nnnn1C(C)(C)C (configuration not stated),8.2%,-2.1%,-7.4%,?,?,-6.7%,-47.8%,-7.1%,-3.3%,4.5%,-0.2%
c1ccc(CNc2nc3ccccc3n3cnnc23)nc1,-13.2%,13.0%,-1.0%,28.4%,13.5%,28.9%,25.0%,-1.2%,18.3%,-9.2%,6.4%
Cn1c(CN2CCCC2)nc2cc(NC(=O)COc3ccccc3)ccc21,-3.4%,-6.0%,-0.9%,-4.5%,8.2%,4.3%,-3.4%,-2.5%,3.2%,1.6%,0.6%
CCn1cc(C(=O)NCC(=O)OC)c2cc(OC)c(OC)cc2c1=O,5.4%,-14.7%,-3.6%,-4.8%,-6.5%,-4.4%,7.6%,12.9%,0.6%,1.1%,10.1%
COc1cccc(NC(=O)c2c([N+](=O)[O-])cnn2C)c1,-0.6%,?,nt,nt,nt,3.0%,-21.2%,3.2%,-2.5%,-0.1%,2.1%
CCn1c2ccccc2c2cc(CN3CCN(S(=O)(=O)Cc4ccccc4)CC3)ccc21,3.9%,16.5%,1.3%,3.4%,-4.4%,7.8%,-41.4%,-0.7%,4.0%,5.2%,-0.9%
Cc1ccc(CC(CC(=O)O)C(=O)NCC23CC4CC(CC(C4)C2)C3)cc1 (configuration not stated),-0.3%,-2.9%,-2.2%,5.7%,-2.5%,-1.4%,-13.4%,2.7%,3.0%,?,-2.8%
CC1(C)CC(CC(=O)NC(=S)Nc2ccc([N+](=O)[O-])cc2)C(=O)O1 (configuration not stated),-0.5%,?,-2.5%,-1.0%,-13.2%,3.1%,0.0%,2.4%,-0.4%,-0.4%,-1.3%
CCN1C(=O)c2cccc3c(S(=O)(=O)Nc4ccccn4)ccc1c23,-11.5%,?,-4.4%,?,21.3%,4.1%,-83.8%[inhibitor],-3.3%,20.6µM*,-0.1%,-5.3%
O=C(Cc1ccccc1)Nc1ccc(NC(=O)c2cccnc2)cc1,2.6%,-7.3%,-5.2%,28.3%,1.1%,-5.5%,-0.3%,3.9%,1.1%,-2.2%,-1.5%
Cc1ccc(-n2nc3c(=O)n(C(C)C(=O)NCc4ccc5c(c4)OCO5)nc(C)c3c2C)cc1 (configuration not stated),?,10.1%,1.3%,26.2%,-6.1%,2.0%,-27.5%,-17.9%,-4.8%[9.26 µM],-3.5%,-5.7%
COc1cc(S(=O)(=O)n2cnc(C)c2)ccc1Br,-6.2%,-14.4%,-1.2%,-1.4%,-0.9%,-10.7%,-19.6%,1.1%,3.2%,4.5%,-1.1%
CCOC(=O)c1ccc(NC(=O)CCn2nnc3ccccc32)cc1,2.8%,1.9%,12.5%,-14.5%,0.9%,-1.7%,34.2%,3.2%,6.2%,-0.3%,-0.9%
CN(c1ccccc1C(=O)N1CCN(c2ccccc2F)CC1)S(=O)(=O)c1ccccc1,-9.1%,1.0%,-3.0%,24.6%,0.2%,13.2%,-25.8%,-0.9%,-5.0%,-0.7%,-3.8%
COc1ccccc1N1CCN(C(=O)C(Cc2ccccc2)NC(=O)C2CCCCC2)CC1 (configuration not stated),0.1%,0.6%,-20.9%,-12.6%,-0.9%,0.7%,-20.9%,0.7%,-15.8%,-0.4%,-3.7%
CCN1CCN(C(=O)C2CCN(S(=O)(=O)c3cc(Cl)ccc3Cl)CC2)CC1,-9.2%,-0.4%,-0.6%,10.2%,4.3%,-0.4%,-14.2%,11.9%,9.5%,-0.7%,-4.4%
O=C(O)c1c2c(nc3ccccc13)/C(=C/c1c(F)cccc1F)CCC2,0.8%,?,1.8%,39.1%,3.0%,4.8%,28.2%,-3.4%,6.3%,?,-0.8%
NS(=O)(=O)c1ccc(NC(=O)CSc2nc3ccccc3nc2N2CCOCC2)cc1,7.8%,21.5%,nt,?,2.5%,nt,-16.6%,-0.9%,1.4%,0.5%,-4.6%
COC(=O)/C(C#N)=C/c1c(Oc2cc(C)cc(C)c2)nc2c(C)cccn2c1=O,1.3%,-2.3%,-4.7%,-22.0%,-1.4%,8.1%,-38.4%,0.4%,-3.3%,0.0%,3.1%
O=C(Nc1ccccc1Oc1ccsc1C(=O)O)c1ccccc1F,-13.4%,0.0%,-4.7%,-2.0%,0.6%,?,-30.3%,-5.0%,-4.7%,-4.1%,2.2%
COc1cccc(CNCC(O)(c2ccc(Cl)cc2)c2ccc(Cl)cc2)c1,nt,5.6%,-0.2%,?,?,9.0%,-14.6%,-0.1%,-7.3%,-1.3%,4.2%
CCCCC(=O)Nc1ccc(NC(=O)C2CC2)nc1,11.7%,-10.5%,4.3%,-12.8%,-17.4%,-0.1%,15.9%,9.9%,-0.5%,-6.6%,2.8%
CC12COC3(C(=O)Nc4nccs4)CC1CCC32C (configuration not stated),-4.2%,1.2%,5.2%,-15.5%,?,1.4%,-3.9%,7.6%,2.6%,-13.4%,2.3%
Cc1cc(OCC(=O)N(C(C)C)C(C)C)cc(C)c1Br,4.9%,nt,0.4%,8.9%,-26.1%,8.0%,-8.6%,-0.6%,-7.6%,-6.1%,-2.1%
CC(C)(C)NC(=O)CSc1ccc(C(C)(C)C)cc1,nt,?,5.7%,146.4%,?,0.6%,7.5%,-6.1%,0.8%,-2.3%,-0.8%
O=C(NNc1ccccc1)C(=O)NNS(=O)(=O)c1ccc([N+](=O)[O-])cc1,7.4%,?,-1.1%,3.1%,16.3%,26.0%,1.4%,-5.0%,8.3%,0.6%,0.5%
CC1CCN(c2c(NCc3ccc(C(=O)NCc4ccccc4)cc3)c(=O)c2=O)CC1,-3.2%,-4.3%,-4.8%,17.4%,5.0%,-5.9%,-9.6%,0.3%,-6.4%,1.7%,1.2%
O=C(O)CCC(=O)N1CCC(n2nnc3cc(C(F)(F)F)ccc32)CC1,0.8%,0.2%,-3.0%,27.4%,1.7%,-3.5%,-9.0%,12.8%,-1.4%,0.1%,-1.7%
N=c1n(CCOc2ccccc2)c2ccccc2n1CCN1CCOCC1,-4.0%,-8.8%,1.1%,0.4%,-1.2%,-4.6%,-26.8%,-4.2%,-7.1%,0.7%,1.7%
C/C(=N\NC(=O)Cc1c(C)[nH][nH]c1=O)c1ccc(Cl)c(Cl)c1,-0.9%,nt,-7.3%,18.8%,1.7%,6.4%,0.0%,0.2%,5.5%,-2.6%,2.3%
CCCCN(CCCNC(=O)c1ccc(CS(=O)(=O)c2ccc(OC)cc2)o1)Cc1ccccc1,-4.4%,-3.8%,21.8%,10.1%,-0.5%,2.0%,15.0%,0.7%,-3.4%,3.4%,-3.5%
CCCCCn1c(=O)c(-c2nc3ccccc3c(=O)[nH]2)c(O)c2ccccc21,nt,1.4%,-5.9%,7.3%,-4.6%[0.365 µM],7.1%,nt,-3.1%,-5.1%,3.3%,-4.7%
COCCCNC(=O)CNC(=S)N(Cc1ccc(F)cc1)C1CCCCC1,nt,2.1%,-23.2%,-10.8%,0.4%,17.0%,-17.6%,1.6%,-4.3%,2.8%,-3.2%
O=c1c2c(nc3c(-c4cccc(Br)c4)c[nH]n13)CCCC2,2.4%,-3.0%,-5.3%,2.51µM*,3.16µM*,-19.5%,-62.9%,-26.2%,-5.4%,-5.2%,-22.9%
CCCSc1oc(-c2ccco2)nc1S(=O)(=O)c1ccc(C)cc1,-2.0%,0.6%,2.5%,38.1%,-6.3%,-8.3%,-31.5%,-0.3%,0.0%,-5.0%,-0.3%
Cc1ccc(-n2c3nc(=O)[nH]c(=O)c-3cc3cc([N+](=O)[O-])ccc32)cc1,-2.5%,30.9%[activator],-47.5%[inhibitor],?,?,25.7%,-43.1%,-11.2%,0.2%,-2.3%,8.1%

Only part of the results is shown; count on the stated rates, not on these rows.
